Screening data: PubChem BioAssay, several laboratories
SUMO Mot1 rescue: SUMOylation pathway inhibition by Mot1-301 growth rescue; S. cerevisiae Mot1-301 growth rescue, ATP luminescence, 38.5C; percent above DMSO median, 100 means doubled; growth rescue, % at 18.8 µM; actives 1% (n = 320,000);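 active = every valid replicate shows activation above 250% relative to neutral control wells; inactive = the rest, any valid replicate at or below 250%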;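 note: OY570 slx delta 5 strain wells were the positive control but not used for scaling; some compounds called inactive have numbers as strong as hits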
DSG3 Ab inh: human desmoglein-3 autoantibody binding inhibition | P32926 | DSG3-coupled beads, scFv-anti-DSG3-GFP binding, flow cytometry; hits give low values | binding (percent of control), % at 10 µM | actives 0.48% (n = 310,000) | AID 588358;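 active = binding more than 3 SD below its plate's average and above zero; inconclusive = below that plate limit but binding exactly zero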;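 note: hits lower antibody fragment binding to DSG3; some compounds called inactive have numbers as strong as hits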
PKA-R2B act: PKA-R2B complex activation; activation, % at 11.4 µM; actives 0.079% (n = 340,000); P22694+P31323; PKA-R2B holoenzyme dissociation, Cy5-IP20 fluorescence polarization; R2B truncated from residue 108, S112A mutant; 0% DMSO only, 100% 113 µM cGMP;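 active = activation above a cutoff set at the mean over all compounds plus 3 SD, cut at about 18% in these data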;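 note: higher means more holoenzyme dissociation and a rise in polarization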
Target sequence (P31323 whole entry, looked up, other chains not shown, the tested form may be a part): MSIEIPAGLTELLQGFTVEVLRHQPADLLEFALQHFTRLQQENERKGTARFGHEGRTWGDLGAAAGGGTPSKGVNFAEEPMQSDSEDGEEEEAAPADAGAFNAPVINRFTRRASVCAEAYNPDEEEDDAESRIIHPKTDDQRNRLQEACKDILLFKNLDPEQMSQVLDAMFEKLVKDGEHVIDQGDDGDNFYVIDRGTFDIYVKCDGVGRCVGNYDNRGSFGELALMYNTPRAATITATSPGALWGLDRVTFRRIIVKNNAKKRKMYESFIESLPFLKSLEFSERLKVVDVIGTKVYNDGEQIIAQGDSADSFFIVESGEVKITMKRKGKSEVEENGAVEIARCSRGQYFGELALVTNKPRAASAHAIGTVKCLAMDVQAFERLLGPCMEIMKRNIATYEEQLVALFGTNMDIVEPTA
Arrestin-AP2 inh: human beta-arrestin and AP2 interaction inhibition; FITC-arrestin peptide / GST-AP2 beads, flow cytometry; AP2 beta2 appendage carries R879A mutation; inhibition, % at 10 µM; actives 0.31% (n = 340,000); AID 504490;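 active = inhibition above a set limit, near 3 SD of compounds lacking own fluorescence, cut at about 54% in these data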;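 note: plate controls were DMSO wells for no effect and 5 µM unlabelled arrestin peptide for full effect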
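System: GST-AP2 R879A glutathione beads | Also added: FITC-arrestin peptide, 50 nM | Times: 12 min plus 1 h, RT | Signal: Bead flow cytometry, FITC channel | Buffer or medium: PBS with 0.05% Tween 20 and 0.1% BSA | Read-out basis: Percent drop in bead-associated FITC signal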
SR-BI uptake up: enhances SR-BI lipid uptake from DiI-HDL. actives 0.096% (n = 320,000). CHO ldlA[mSR-BI] cells, DiI-HDL uptake fluorescence, 3 h; 100 = double the neutral-control signal. AID 504775. activation, % at 12.5 µM;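 active = mean replicate activation of at least 60% and every replicate at or above 60%; inconclusive = mean or all-replicate condition met, but not both; inactive = mean below 60% and not all replicates reaching 60%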;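 note: 0% = median plate neutral-control signal and 100% = twice that signal; values of inactives mirror those of a sister screen read the other way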
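Material: SR-BI-overexpressing, LDLR-lacking CHO cells | Dosing: Single compound concentration, delivered by pin transfer | Probe or stimulus: Labelled HDL, 10 µg/mL | Signal: Bottom-read cell fluorescence after medium removal, ex 550/em 595 nm | Schedule: 3 h, 37 °C | Evaluation: HDL uptake via cellular fluorescence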
CDK5 inh: CDK5/p35 (human) kinase inhibition | actives 0.01% (n = 330,000) | AID 488839 | inhibition, % at 10 µM | Q00535+Q15078 | Recombinant CDK5/p35, ADP-Glo luminescence, 60 min;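 active = highest replicate inhibition of at least 50% and at least 75% of replicates reaching 50%; inconclusive = only one of the two criteria met; inactive = both criteria failed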;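 note: plate controls were DMSO neutral control for no effect and GW8510 at 10 µM for full effect; many of its hits are not listed in these tables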
SR-BI DiI inh: inhibitors of mouse SR-BI mediated HDL lipid uptake. Q61009. ldlA[mSR-BI] CHO cells, DiI-HDL uptake fluorescence, 3 h. inhibition, % at 12.5 µM. actives 0.96% (n = 320,000);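 active = mean replicate inhibition of at least 70% and a set share of replicates each scoring 70 or more; inconclusive = meets just one of the two criteria; inactive = fails both criteria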;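 note: 0% = median of neutral control wells and 100% = median of positive control wells; values of inactives mirror those of a sister screen read the other way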
Target sequence (Q61009 whole entry, looked up): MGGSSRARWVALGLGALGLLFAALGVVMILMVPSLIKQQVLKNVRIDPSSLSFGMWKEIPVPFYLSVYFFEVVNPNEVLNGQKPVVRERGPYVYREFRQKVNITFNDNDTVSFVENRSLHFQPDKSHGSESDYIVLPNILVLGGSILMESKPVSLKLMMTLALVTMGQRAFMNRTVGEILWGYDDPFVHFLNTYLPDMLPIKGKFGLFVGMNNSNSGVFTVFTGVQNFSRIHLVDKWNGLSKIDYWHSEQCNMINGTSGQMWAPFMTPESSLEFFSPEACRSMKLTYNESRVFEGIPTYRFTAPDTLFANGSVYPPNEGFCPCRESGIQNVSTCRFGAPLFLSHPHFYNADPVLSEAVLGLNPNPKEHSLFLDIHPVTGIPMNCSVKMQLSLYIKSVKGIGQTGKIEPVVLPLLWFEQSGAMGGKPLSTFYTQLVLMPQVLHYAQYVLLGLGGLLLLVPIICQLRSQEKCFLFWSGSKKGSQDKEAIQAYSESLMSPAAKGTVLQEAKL
PKA-R1A act: activators of PKA-R1A complex; P00514+P68181; PKA-R1A dissociation, Cy5-IP20 fluorescence polarization; scaled: DMSO 0%, 113 µM cGMP 100%; activation, % at 11.4 µM; actives 0.083% (n = 340,000); AID 504707;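 active = percent activation above the mean of all tested compounds plus 3 SD, cut at about 19% in these data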;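 note: higher means more PKAc released from R1A so a rise in polarization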
dFosB act: activators of mouse delta FosB homodimer. purified delta FosB, TAMRA-CDK5 oligo fluorescence polarization; percent of positive-control signal above neutral wells. AID 493131. actives 0.99% (n = 340,000). activation, % at 25 µM. P13346;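 active = mean activation above about 17%, with every replicate also reaching it, limit read from the data, passing the limit was not always enough; inconclusive = only one of the two conditions met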;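 note: fluorescence polarization rise as delta FosB binds a TAMRA Cdk5 AP-1 oligo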
NSD2 inh: inhibitors of human histone methyltransferase NSD2 | inhibition, % at 12.5 µM | AID 743445 | actives 0.54% (n = 310,000) | NSD2 peptide methylation, AlphaScreen, 120 min; in the data active = inhibition above about 50%
MITF act: activators of MITF-driven TRPM1 promoter activity in SK-MEL-5 cells; SK-MEL-5 TRPM1-promoter luciferase, 24 h; % of positive control, neutral wells = 0; activation, % at 12.5 µM; actives 0.75% (n = 300,000); AID 588334;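 active = mean activation of at least 80% with every replicate also reaching 80%; inconclusive = mean reaches 80% but some replicate falls short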;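 note: 0% = neutral control wells and 100% = parthenolide positive control wells; values of inactives mirror those of a sister screen read the other way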
The depositor's hits bear a star; i = inactive; ? = inconclusive; nt = not tested or not shown.

[1] COc1cccc(CN2CCC(n3nccc3NC(=O)C3CC3)CC2)c1
[2] CCCCn1c(SCC(=O)NCc2ccco2)nc2ccccc2c1=O
[3] COC(=O)[C@H](C(C)C)n1c(C)c(C(C)=O)c(C(C)=O)c1C
[4] O=C(O)Cn1c(=O)c(-c2ccccc2)nc2ccccc21
[5] CS(=O)(=O)N(CC(=O)N1CCN(c2ccccc2)CC1)C1CCCCC1
[6] CCn1c(=O)c2c3c(sc2n2c(SCc4ccc(F)cc4)nnc12)CCCC3
[7] Cc1nc2ccccc2c(=O)n1Cc1ccc([N+](=O)[O-])cc1
[8] CN(C)c1cc(NC(=O)CN2CCOCC2)c2ccccc2n1
assay / compound,1,2,3,4,5,6,7,8
SUMO Mot1 rescue,-15,-7,-15,-7,137,-2,-18,-7
DSG3 Ab inh,100,96,95,121,nt,92,115,109
PKA-R2B act,-7,-14,12,2,-5,-3,-1,6
Arrestin-AP2 inh,-2,-10,-1,14,9,-7,4,8
SR-BI uptake up,-1,-10,33,-1,5,-29,-11,21
CDK5 inh,2.1,0.2,1.4,0.1,-0.9,-0.1,0.0,0.4
SR-BI DiI inh,1,10,-33,1,-5,29,11,-6
PKA-R1A act,-1,5,0,8,-4,1,-4,3
dFosB act,-6,18*,3,-3,-3,-4,-5,4
NSD2 inh,1,0,13,-3,-1,-3,2,nt
MITF act,-1,3,-1,nt,5,-7,nt,nt

[9] COc1cc2c(cc1OC)CN(C(=O)CCNS(=O)(=O)c1ccc(Br)cc1)CC2
[10] COc1cccc(C(=O)Nc2nnc(SCC(=O)NC3CC3)s2)c1
[11] COc1ccc(CN(C)C(=O)c2cccc(NS(=O)(=O)c3ccccc3)c2)c(OC)c1
[12] CC(/C=N/n1c(COc2ccccc2)n[nH]c1=S)=C\c1ccccc1
[13] C=C(C)Cn1c(NCCOC)nc2c1c(=O)[nH]c(=O)n2C
[14] CCN(CC)S(=O)(=O)c1ccc(NCC2COc3ccccc3O2)c([N+](=O)[O-])c1 (stereo not drawn)
[15] COc1ccc(C2(C(=O)Nc3nncs3)CCCC2)cc1
[16] N#Cc1ccc(NC(=O)Cn2c3[n+](c4ccc(C(F)(F)F)cc42)CCCCC3)cc1
assay / compound,9,10,11,12,13,14,15,16
SUMO Mot1 rescue,i,-2,4,-6,75,231,19,26
DSG3 Ab inh,97,nt,112,96,91,101,108,110
PKA-R2B act,-6,-1,2,-14,1,3,-4,1
Arrestin-AP2 inh,-3,-1,20,5,11,2,4,6
SR-BI uptake up,-3,6,-29,16,12,-17,12,9
CDK5 inh,1.1,-2.5,-1.5,-1.7,-0.7,0.2,-1.2,-1.4
SR-BI DiI inh,3,-6,30,-16,1,17,-12,-9
PKA-R1A act,3,-7,2,0,-12,-8,-2,0
dFosB act,-7,53*,-14,-7,-5,-4,-10,-1
NSD2 inh,28,-4,nt,16,-1,2,2,40
MITF act,3,15,-2,nt,nt,4,-2,-5

Only DSG3 Ab inh and SR-BI DiI inh (3 entries from above):
item | SMILES | DSG3 Ab inh | SR-BI DiI inh
10 | COc1cccc(C(=O)Nc2nnc(SCC(=O)NC3CC3)s2)c1 | nt | -6
11 | COc1ccc(CN(C)C(=O)c2cccc(NS(=O)(=O)c3ccccc3)c2)c(OC)c1 | 112 | 30
12 | CC(/C=N/n1c(COc2ccccc2)n[nH]c1=S)=C\c1ccccc1 | 96 | -16

(next part)
[17] COc1ccccc1-n1c(CNc2ccc(F)cc2)nnc1SCC(=O)Nc1cc(C)on1
[18] CCOc1ccc(NC(=S)/C(=C(\[O-])c2ccc(C)c([N+](=O)[O-])c2)[n+]2ccccc2)cc1
[19] O=C(NC1CC1)c1ccc(CS(=O)c2ccccc2)o1 (stereo not drawn)
[20] CSc1ccccc1NC(=O)Nc1ccc(Cl)cc1
[21] O=C(/C=C/c1ccccc1)CC(O)(c1ccccc1)C(F)(F)F (stereo not drawn)
[22] CC1=C(C(=O)O)N2C(=O)C(NC(=O)c3nn(C)c(C)c3Cl)C2SC1 (stereo not drawn)
[23] CNC(=S)Nn1cnc2ccccc21
[24] Cc1cc(C(=O)CSc2n[nH]c(N)n2)c(C)n1-c1ccccc1
assay / compound,17,18,19,20,21,22,23,24
SUMO Mot1 rescue,-14,-26,11,6,32,0,-11,-28
DSG3 Ab inh,103,103,109,100,103,96,101,101
PKA-R2B act,2,15,7,-4,-13,4,-1,6
Arrestin-AP2 inh,13,2,-1,5,-7,28,-1,1
SR-BI uptake up,-17,-46,-7,-26,-18,-2,9,-7
CDK5 inh,1.0,0.7,-5.5,-2.2,-0.3,-2.7,1.1,5.1
SR-BI DiI inh,17,46,7,26,18,2,-9,7
PKA-R1A act,4,-9,1,-6,-4,3,-6,-3
dFosB act,0,-4,-2,2,-9,-8,-7,2
NSD2 inh,2,2,nt,-3,-1,7,-2,9
MITF act,10,-12,nt,35,-30,10,-21,4

[25] CCN(CC(=O)NCc1cccs1)C(=O)/C=C/c1ccc(Cl)c(Cl)c1
[26] O=c1c2c(nc3cc(-c4ccc(Br)cc4)[nH]n13)CCCC2
[27] CCn1nc(C)c(CNC(=O)Nc2ccc3c(c2)OCO3)c1C
[28] CC(C)(C)NC(=O)c1ccc2nsnc2c1
[29] O=C(Nc1ccon1)c1ccc(OC2CCCC2)cc1
[30] COc1cccc(OCc2cc(C(=O)NC(C)c3cnn(C)c3C)no2)c1 (stereo not drawn)
[31] O=c1ccc2cc(S(=O)(=O)Nc3ccc(Br)cc3)ccc2o1
[32] CC(=O)c1ccc(OCC(O)CN2CCN(S(=O)(=O)c3c(C)cc(C)cc3C)CC2)cc1 (stereo not drawn)
assay / compound,25,26,27,28,29,30,31,32
SUMO Mot1 rescue,0,6,-2,7,0,-13,-20,10
DSG3 Ab inh,110,97,nt,90,117,104,123,101
PKA-R2B act,-11,2,-3,-8,0,2,-5,-3
Arrestin-AP2 inh,-13,9,-9,4,2,-13,-7,16
SR-BI uptake up,7,-2,9,20,-4,10,12,-45
CDK5 inh,2.5,-0.3,0.7,-0.9,-1.0,-2.7,-0.8,-0.2
SR-BI DiI inh,-7,2,-9,-20,4,-10,-12,45
PKA-R1A act,-17,-5,-2,-7,13,-1,-10,8
dFosB act,-11,-8,1,3,-1,-3,3,-12
NSD2 inh,0,2,4,-2,-3,-5,-2,-4
MITF act,2,109*,47,8,?,45,nt,nt

[33] COCCN(C(=S)Nc1cc(C)cc(C)c1)C(C)c1ccco1 (stereo not drawn)
[34] CC(CCC(C)OC(=O)c1ccccc1C(=O)O)OC(=O)c1ccccc1C(=O)O (stereo not drawn)
[35] COC(=O)C1CCN(c2cc(=O)n(Cc3ccc(F)cc3)c(=O)[nH]2)CC1
[36] COc1cc(/C=N/NC(=O)c2cccnc2)ccc1OS(=O)(=O)c1ccc(C)cc1
[37] COc1ccccc1N1CCN(S(=O)(=O)CCNC(=O)C2CCCCC2)CC1
[38] COc1cc(/C=N/NC(=O)c2ccncc2)ccc1OCCN1CCCCC1
[39] COC(=O)c1c(C)[nH]c(C(=O)CSc2ncnc3sc(-c4ccccc4)cc23)c1C
[40] O=C(c1ccc(Oc2ccc([N+](=O)[O-])cc2)cc1)N1CCCCCC1
assay / compound,33,34,35,36,37,38,39,40
SUMO Mot1 rescue,5,15,-5,-3,-14,6,11,-6
DSG3 Ab inh,100,100,93,84,106,98,77,110
PKA-R2B act,3,5,-12,-15,-7,-4,0,0
Arrestin-AP2 inh,14,-14,2,4,4,5,13,30
SR-BI uptake up,nt,8,15,-37,4,3,-17,0
CDK5 inh,-1.3,-0.2,-0.3,-1.1,-0.6,1.7,2.3,0.5
SR-BI DiI inh,nt,-8,-15,37,-4,-3,17,0
PKA-R1A act,8,9,-5,-11,-1,-16,-8,5
dFosB act,-5,-4,-7,-21,-4,-8,0,-5
NSD2 inh,-3,-1,-1,-1,0,-1,-2,15
MITF act,-1,12,-9,6,-3,16,-1,-8

[41] Cc1cc(C)cc(OC(=O)CCN2C(=O)c3ccccc3C2=O)c1
[42] C/C(CC(=O)NC1CCCCC1)=N\NC(=O)Cc1ccc(-c2ccccc2)cc1
[43] O=c1[nH]c(CN2CCCCC2)nc2ccccc12
[44] CC(=O)N1c2ccc(S(=O)(=O)N3CCCCC3)cc2CC1C(=O)NCc1ccccc1C (stereo not drawn)
assay / compound,41,42,43,44
SUMO Mot1 rescue,3,437*,65,2
DSG3 Ab inh,105,98,103,nt
PKA-R2B act,-3,4,-5,1
Arrestin-AP2 inh,7,9,4,2
SR-BI uptake up,-7,-23,8,14
CDK5 inh,0.1,1.0,0.8,-0.5
SR-BI DiI inh,7,23,-8,-14
PKA-R1A act,9,-10,2,5
dFosB act,-2,-2,-5,-8
NSD2 inh,-7,-3,9,-1
MITF act,0,-44,-8,-1
